Screening results from PubChem BioAssay.
eIF4E 4G PPI – eIF4E–eIF4G protein interaction inhibitors, primary screen, biochemical, uHTS, TR-FRET, eIF4GI fragment; inhibition, % at 21.7 µM; actives 0.37% (n = 220,000); TR-FRET eIF4E-eIF4GI(517-606) binding, 2 h; Eukaryotic translation initiation factor 4E (Mus musculus) + Eukaryotic translation …; AID 782, 2007;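 also: 0% = full FRET control wells and 100% = background wells lacking eIF4GI fragment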
Cl transport mod – KCC2 cotransporter modulators, thallium flux, primary screen, cell-based, HEK293 KCC2, FluoZin-2 fluorescence, MLSMR; KCC2 cells, thallium flux FluoZin-2 fluorescence; B-score of Tl+ flux slope (higher = more flux/activation; lower = inhibition) at 10 µM; Solute carrier family 12 member 5 (Homo sapiens), Q9H2X9; actives 2.2% (n = 190,000);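 active = thallium flux slope and its plate-corrected score both differing from the plate sample mean at a set confidence after two filtering rounds, in either direction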;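 also: slope of fluorescence scaled to starting intensity during 10 to 20 s after thallium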
Thrombin inh – human alpha-thrombin inhibitors, primary screen, counter-screen for coagulation protease inhibitor project, biochemical, 1536-well, fluorogenic AMC substrate | Prothrombin (Homo sapiens), P00734 | Boc-VPR-AMC fluorogenic substrate cleavage | inhibition, % at 5 µM | actives 0.26% (n = 220,000) | AID 1046, 2008;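 active = inhibition at or above 40%; inactive = inhibition below 40%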;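 also: 0% = enzyme with no compound and 100% = wells without enzyme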
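Test system: human alpha-thrombin; medium: pH 7.5 Tris-saline with Tween 20; times: reaction at room temperature; signal: AMC fluorescence at 355 nm excitation and 460 nm emission; also added: Boc-VPR-AMC substrate, 15 µM final; dosing: one concentration per compound, 5 µM, with 0.2% DMSO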
14-3-3 Bad inh – inhibitors of 14-3-3 zeta/Bad binding, primary screen, biochemical, TR-FRET, bovine 14-3-3 zeta; TR-FRET 14-3-3zeta/Dy647-pBad peptide displacement, 1 h; inhibition, % at 21.7 µM; actives 0.71% (n = 220,000); AID 781, 2007;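 active = inhibition above about 70%, limit read from the data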;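 also: 0% = full 14-3-3 plus peptide FRET controls and 100% = background without 14-3-3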
Furin inh – human furin inhibitors, primary screen, biochemical, fluorescence intensity; inhibition, % at 30 µM; purified furin, fluorogenic substrate cleavage; AID 463115, 2010; P09958; actives 0.061% (n = 220,000); in the data active = inhibition above about 25%; also: inactives centre near -15
Target sequence (P09958 108-714 limits assumed): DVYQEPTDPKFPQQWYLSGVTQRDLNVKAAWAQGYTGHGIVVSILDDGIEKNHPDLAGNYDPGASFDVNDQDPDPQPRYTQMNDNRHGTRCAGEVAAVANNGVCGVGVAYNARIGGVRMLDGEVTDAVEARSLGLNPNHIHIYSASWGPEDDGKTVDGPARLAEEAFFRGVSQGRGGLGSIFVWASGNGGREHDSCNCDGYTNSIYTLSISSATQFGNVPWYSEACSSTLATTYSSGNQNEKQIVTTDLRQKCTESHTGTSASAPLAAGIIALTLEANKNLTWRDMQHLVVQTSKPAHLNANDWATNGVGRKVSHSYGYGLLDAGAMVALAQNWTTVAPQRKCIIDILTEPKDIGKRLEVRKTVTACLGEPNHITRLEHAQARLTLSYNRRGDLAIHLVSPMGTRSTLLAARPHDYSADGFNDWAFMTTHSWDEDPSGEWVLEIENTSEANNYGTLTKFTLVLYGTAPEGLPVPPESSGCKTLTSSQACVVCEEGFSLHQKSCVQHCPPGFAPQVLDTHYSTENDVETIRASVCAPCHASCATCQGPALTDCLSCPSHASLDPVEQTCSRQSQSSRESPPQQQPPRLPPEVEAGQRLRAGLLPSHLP
EBV gp42 inh – Epstein-Barr virus gp42 inhibitors, primary screen, biochemical, uHTS, fluorescence polarization; inhibition, % (tested at 21.74 µM); Fluorescence polarization binding assay, mP read-out; actives 0.42% (n = 220,000); AID 1085, 2008; in the data active = inhibition above about 50%
Target sequence (Q1HVG2 whole entry, looked up): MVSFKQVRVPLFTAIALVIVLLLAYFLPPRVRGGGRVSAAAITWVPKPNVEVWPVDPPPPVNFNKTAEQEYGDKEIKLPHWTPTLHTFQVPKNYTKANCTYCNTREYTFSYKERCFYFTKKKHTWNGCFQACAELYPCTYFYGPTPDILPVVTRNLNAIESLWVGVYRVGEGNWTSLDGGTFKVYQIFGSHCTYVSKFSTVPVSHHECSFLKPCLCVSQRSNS
KLK5 inh – human KLK5 protease inhibitors, primary screen, biochemical, 1536-well; Kallikrein-5 (Homo sapiens), Q9Y337; recombinant hK5, fluorogenic AMC substrate cleavage; inhibition, % at 5 µM; actives 0.59% (n = 210,000); AID 873, 2007;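 active = inhibition of 40% or more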;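 also: 0% = enzyme controls without compound and 100% = no-enzyme blanks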
Target sequence (Q9Y337 67-293 limits assumed): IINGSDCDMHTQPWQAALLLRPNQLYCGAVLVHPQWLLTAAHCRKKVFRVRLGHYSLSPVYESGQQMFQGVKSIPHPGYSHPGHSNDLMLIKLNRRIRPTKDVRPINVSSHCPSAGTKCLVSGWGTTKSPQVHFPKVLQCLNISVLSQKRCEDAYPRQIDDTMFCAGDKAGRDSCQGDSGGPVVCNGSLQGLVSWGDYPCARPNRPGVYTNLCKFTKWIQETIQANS
NCF1 inh – p47phox/p22phox peptide binding inhibitors, primary screen, biochemical, uHTS, NADPH oxidase regulatory subunit; fluorescence polarization, 2 h; inhibition, % at 24.7 µM; AID 1274, 2008; actives 0.53% (n = 220,000);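 also: 0% = p47phox with labelled peptide and 100% = labelled peptide alone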
Rad51 HR inh – human RAD51 strand exchange inhibitors, primary screen, biochemical, fluorescence; actives 0.085% (n = 200,000); hRad51 DNA strand exchange, fluorescence dequenching; inhibition, % at 10 µM; AID 1385, 2008; DNA repair protein RAD51 homolog 1 (Homo sapiens), Q06609;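 active = inhibition above 40% at the single screening dose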;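 also: 0% = DMSO control wells and 100% = blanks with heterologous ssDNA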
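material = hRad51 filaments on single-stranded DNA | timing = filaments 15 min 37 °C, then compound 30 min | signal = FRET fluorescence dequenching, excitation 485 nm, emission 520 nm | benchmarks = control wells and blank wells on each plate | evaluation = percent inhibition relative to plate controls and blanks | compound = 10 µM final, single point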
* hit, by the source's call; . = no result given; [ ] = another dose, or the depositor's remark.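 The calls were made as follows, unless noted: active = inhibition above about 30% (limit read from the data); inactive = the rest.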

SMILES	eIF4E 4G PPI	Cl transport mod	Thrombin inh	14-3-3 Bad inh	Furin inh	EBV gp42 inh	KLK5 inh	NCF1 inh	Rad51 HR inh
CC(=O)NC(CC(=O)Nc1cccc(S(=O)(=O)N2CCCCC2)c1)c1ccccc1 (stereo unspecified)	2	0.027	-8	-3[fluorescence artefact?]	-15[20 µM]	-16	-13	-4	-1
N#CCC1c2ccccc2CCN1C(=O)Nc1cccc(Cl)c1 (stereo unspecified)	-8[fluorescence artefact?]	.	-3	-15[fluorescence artefact?]	-18[20 µM]	-8	-3	4	-5
CCOC(=O)C1=C(N)Oc2c(oc(CO)cc2=O)C1c1ccc(Cl)cc1 (stereo unspecified)	-4	-1.1	-5	0	-22	-9	2	-1	1
COc1cccc(/C=N/n2nnc3c(cnn3-c3ccccc3)c2=O)c1	-8	-3.6	2	22[fluorescence artefact?]	-8[20 µM]	0	-1	0	.
Cc1[nH]nc2c1C(c1ccoc1)C(C#N)=C(N)O2 (stereo unspecified)	-1	-0.47	3	0	-17	-14	13	-9	1
Cc1ccc(-c2nnn(CC(=O)Nc3ccccc3N3CCOCC3)n2)cc1	.	-2.9	4	.	-9	-15	4	6	2
Cn1c(N/N=C/c2cccs2)cc(=O)n(C)c1=O	-6[fluorescence artefact?]	0.41	65*	1[fluorescence artefact?]	4[20 µM]	-1	-10	-8	.
CC(=O)c1ccc(NC(=O)CN2CCN(c3ncccn3)CC2)cc1	-7[fluorescence artefact?]	0.0026	-1	58	-11[20 µM]	-5	-26	-8	2
CCN1C(=O)C2C(C1=O)N1C(c3cccs3)C3C(=O)N(CC)C(=O)C3N1C2c1cccs1 (stereo unspecified)	-7[fluorescence artefact?]	0.058	-3	-2	-27	-7	3	-9	6
COc1cccc(/C=C/C(=O)OCC(=O)Nc2cc(S(=O)(=O)N3CCOCC3)ccc2C)c1	-5	-0.51	-17	8	-27	7	-26	-11	40
CC1Nc2ccccc2C(=O)N1NS(C)(=O)=O (stereo unspecified)	2	0.41	-2	-1	-42	-2	.	-3	.
CCN1CCN(C(=O)CCc2nc3ccccc3n2-c2ccccc2)CC1	6	-0.6	-14	-1	-11	0	-20	-3	11
COc1ccc(C(=O)NC(C)c2cc(OC)c(OC)cc2Br)cc1 (stereo unspecified)	5[fluorescence artefact?]	0.75	1	-4[fluorescence artefact?]	-11[20 µM]	-20	-7	-11	12
Cc1cc(NC(=O)CCC(=O)N(Cc2ccco2)C(C(=O)NC2CCCC2)c2ccccc2C)no1 (stereo unspecified)	5	-1.1	1	4	-22[20 µM]	-12	-5	8	1
COc1ccc(-c2nn(-c3ccccc3)cc2CO)cc1	0	.	-5	3[fluorescence artefact?]	-22[20 µM]	-13	10	-12	3
CN1CC(=O)N(CC(=O)N2CCC(Cc3ccccc3)CC2)C1=O	2	-0.54	-3	-3	-28	-6	1	0	7
O=C(CSc1nncn1-c1ccccc1)Nc1cccc(S(=O)(=O)N2CCCCC2)c1	-2[fluorescence artefact?]	1	-14	1	-8	-2	-22	2	4
Cc1cccc(-c2nc(C)cc(=O)[nH]2)c1	-1	0.067	-4	-4	-11	4	2	7	1
CCC(=O)Nc1cccc(SC)c1	7	0.62	-7	-13	-9	-2	-19	0	2
COc1ccccc1-c1cc(C(=O)N/N=C/C=C/c2ccccc2[N+](=O)[O-])c2ccccc2n1	1	0.28	1	-7	-8[20 µM]	-10	3	-13	3
CCCC1=NN(C(=O)Cc2ccc([N+](=O)[O-])cc2)C(O)(C(F)(F)F)C1 (stereo unspecified)	2	0.39	-2	5	-12	-5	-23	-6	3
CC(C)Cc1oc(C(=O)O)cc1CN	4	-0.016	-3	41	-12[20 µM]	4	-20	-6	-5
CN=C1SC(CC(=O)Nc2ccccc2F)C(=O)N1C (stereo unspecified)	0	0.61	-6	2	-28	-4	-24	-10	-10
CC(C)CNc1nc(NC(C)(C)C)nc(Oc2ccc(=O)[nH]n2)n1	-1	-1.2	-10	0	-25	-5	-7	-2	7
COCCn1c(C)cc(C(=O)CSc2nc3ccccc3o2)c1C	2	.	1	6	-32	-8	-14	-5	6

Complete entries, looked up by structure:
COc1ccc(C(=O)NC(C)c2cc(OC)c(OC)cc2Br)cc1 (stereo unspecified) as listed: eIF4E 4G PPI: 5[fluorescence artefact?]; Cl transport mod: 0.75; Thrombin inh: 1; 14-3-3 Bad inh: -4[fluorescence artefact?]; Furin inh: -11[20 µM]; EBV gp42 inh: -20; KLK5 inh: -7; NCF1 inh: -11; Rad51 HR inh: 12
Cc1[nH]nc2c1C(c1ccoc1)C(C#N)=C(N)O2 (stereo unspecified) as listed: eIF4E 4G PPI: -1; Cl transport mod: -0.47; Thrombin inh: 3; 14-3-3 Bad inh: 0; Furin inh: -17; EBV gp42 inh: -14; KLK5 inh: 13; NCF1 inh: -9; Rad51 HR inh: 1

Continued:
SMILES	eIF4E 4G PPI	Cl transport mod	Thrombin inh	14-3-3 Bad inh	Furin inh	EBV gp42 inh	KLK5 inh	NCF1 inh	Rad51 HR inh
COCCCNC(=O)/C=C/c1ccc(Cl)cc1Cl	-3	.	-6	-12	-23	-15	-18	-22	-2
CCCN(CCO)CCCc1ccccc1	-6[fluorescence artefact?]	0.64	-9	16[fluorescence artefact?]	-19[20 µM]	0	-7	0	9
CC(C)OC(=O)Nc1ccc(-c2ccc(NC(=O)OC(C)C)cc2Cl)c(Cl)c1	-2	-0.16	0	-4	-23	-8	-1	-8	0
O=C(CSc1ccc2nnc(-c3ccccn3)n2n1)Nc1ccc2c(c1)OCCO2	-1[fluorescence artefact?]	-1.2	1	11	-19	0	-1	4	-2
Cc1cc(/C=C2/NC(=O)NC2=O)c(C)n1-c1ccncc1	1	0.71	-11	-16	-3	-4	1	-21	-17
COc1ccc(C(=O)NCCSc2ccccc2)cc1OC	-3	-0.68	1	61	-19	-5	0	-4	31
COc1ccc(NC(=O)Cn2c(=O)sc3ccccc32)cc1	-7	1.7	-3	-16	-10[20 µM]	-17	1	-11	0
CCOC(=O)CSc1nnc(CNC(=O)c2ccc(OC)cc2)n1C1CCCCC1	-10	.	6	7	-14	2	5	8	0
CCN(C(=O)COC(=O)c1ccc(OC)c(S(=O)(=O)N2CCCc3ccccc32)c1)C1CCS(=O)(=O)C1 (stereo unspecified)	1	-0.035	9	-1	-24	-17	-3	-8	-16
COc1ccc(CCNC(=O)CSc2nc(O)c(C(C)C)c(=O)[nH]2)cc1OC	-3	-0.027	1	-3	-16[20 µM]	-4	-8	-10	2
CCC(=O)Nc1ccc(S(=O)(=O)Nc2cccc(C)c2)cc1OC	-4	-1.8	-3	-10[fluorescence artefact?]	-4[20 µM]	3	-3	-2	-5
COc1ccc(/C(O)=C2\C(=O)C(=O)N(CCN(C)C)C2c2cc(OC)c(OC)c(OC)c2)c(C)c1 (stereo unspecified)	-13	.	-7	-6	-5	-6	-6	-10	-3
Fc1cccc(-n2c(-c3ccco3)nc3nc4ccccc4nc32)c1	-13	-0.023	-3	-10	-25	-28	-3	-78	-9
Cc1ccoc1C(=O)N1CCCCC1C(=O)O (stereo unspecified)	0	1.3	-2	0	-16	6	-14	11	16
COc1ccc(OC)c(-n2c(=S)[nH]c3c(sc(=S)n3-c3ccccc3)c2=O)c1	-2	-0.35	5	-10	-14	0	-2	-4	-2
COc1cc2c(cc1OC)C(COc1ccc(F)cc1)N(C(=O)c1ccco1)CC2 (stereo unspecified)	1	.	28	-1	-12	-1	39	-8	2
O=C(Nc1ccccc1)N1CCN(Cc2ccc3c(c2)OCO3)CC1	4	0.22	-3	60[fluorescence artefact?]	-32	0	-3	-11	3
CC(Oc1ncnc2ccccc12)C(=O)Nc1cccc(S(=O)(=O)N2CCOCC2)c1 (stereo unspecified)	-18[fluorescence artefact?]	0.0011	-6	12	0	-13	-9	5	3
O=C(Nc1ccccc1C(=O)NCC1CCCO1)c1ccc(Cl)cc1Cl (stereo unspecified)	1	-2	7	-13	-15	-7	2	-2	0
CC1(C)CC(=O)C2=C(C1)Nc1ccccc1N=C2	4	2	-1	6	0[20 µM]	31	-12	-18	-12
CCC(C(=O)Nc1ccsc1C(=O)OC)c1ccccc1 (stereo unspecified)	-2	-3.2*	-2	-10	-29	11	2	-8	8
COc1ccccc1N1CCN(CC(=O)c2c(C)[nH]c3ccccc23)CC1	3[fluorescence artefact?]	-0.83	7	-11[fluorescence artefact?]	-21	-44	-19	-13	-2
CCn1c2ccccc2c2cc(NC(=O)CSc3nnc(-c4ccc(OC)c(OC)c4)n3N)ccc21	-2	0.056	6	5	-6[20 µM]	-13	-7	-18	9
C#CCOCCOCCOCCNc1nc(N2CCN(C(=O)[C@H]([C@@H](C)O)n3cc(CCCCN)nn3)CC2)nc(N2CCN(C(=O)[C@H]([C@@H](C)CC)n3cc(CCCN=C(N)N)nn3)CC2)n1	4	0.16	12	29[fluorescence artefact?]	-15	-2	-7	-5	4
CC1(C)C(=O)OC(c2cccs2)C(C)(C)C1=O (stereo unspecified)	-2[fluorescence artefact?]	-0.055	6	-11	-39	4	8	2	-37
SMILES	eIF4E 4G PPI	Cl transport mod	Thrombin inh	14-3-3 Bad inh	Furin inh	EBV gp42 inh	KLK5 inh	NCF1 inh	Rad51 HR inh
CCn1c(=N)c(C(=O)NC)cc2c(=O)n3cccc(C)c3nc21	7	.	.	-6	.	-9	.	-5	8
O=C(Cc1cccc(Cl)c1)Nc1ccc(Br)cc1	3	0.57	-3	-1	-17	1	0	4	-16
CCOC(=O)CN1CC23C=CC(O2)C(C(=O)NCc2cccs2)C3C1=O (stereo unspecified)	8	0.31	-1	-8	-9[20 µM]	-12	-14	-6	-1
Cc1cccc(NC(=O)c2ccccc2NC(=O)Cc2ccccc2)c1C	1	0.96	-2	8	-12[20 µM]	-3	2	-9	2
CC(=O)CCC1C2C(O)C(C(C)C)C(OC(=O)/C=C/c3ccccc3)CC12C (stereo unspecified)	-18	-0.94	3	-6	-19	-4	3	3	-3
CC1(C)CC(OC(=O)c2ccco2)CC(C)(C)N1O	10[fluorescence artefact?]	-0.011	2	2	-25	-12	-9	2	-2
CCOC(=O)N/N=C/c1c(F)c(F)c(F)c(F)c1F	-5	0.025	-17	11	-11	-13	-15	-2	2
S=c1[nH]c(-c2ccccc2)cn1/N=C/c1cccc2ccccc12	-2	58*	-3	-16	-19	-18	6	-20	11
O=C(c1ccccc1)N1CCN(CC#CC2(O)CCCCC2)CC1	.	.	-6	.	-20	13	-4	20	-9
CCN(CC)CCNc1cc(C)nc2c1C(=O)C(=O)C=C2N1CCCCC1	1	.	-6	-1	-8	-14	2	-6	1
